# ABHD5 PLIN5 PPI – ABHD5-PLIN5 interaction inhibitors, primary screen, cell lysate, split luciferase complementation, luminescence; Perilipin-5 (Homo sapiens) + 1-acylglycerol-3-phosphate O-acyltransferase ABHD5 (Homo …; Split G. princeps luciferase complementation, 4 h; inhibition, % at 4 µM; 360,000 compounds, 0.78% hits; AID 602281, 2012;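 active means inhibition above the mean inhibition across every tested compound plus 3 SD, cut at about 22% in these data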;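 further: 0% = DMSO only wells and the 100% control is not disclosed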
# m5-HT2A agonist – mouse Htr2a agonists via beta-arrestin recruitment, primary screen, cell-based, luminescence | 5-hydroxytryptamine receptor 2A (Mus musculus), P35363 | CHO-K1 mHTR2A beta-arrestin complementation; percent of 30 µM serotonin response | activation, % at 7.6 µM | 360,000 compounds, 0.66% hits | AID 624169, 2012;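 active means activation above a run cutoff, the mean activation of all tested compounds plus 3 SD, cut at about 14% in these data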;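 further: 0% = plate median of compound wells and 100% = 30 µM serotonin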
# N-glyco inh – increase of ERlucT glycosylation luciferase signal, primary screen, N-linked glycosylation inhibitor project, D54 ERlucT cells, luminescence, set 2 | reporter increase, % at 12.5 µM | 360,000 compounds, 0.23% hits | D54 ERlucT glycosylation luciferase reporter, 24 h; percent of 100 nM tunicamycin response | AID 588692, 2011;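 active means mean luciferase reporter signal, scaled so untreated is 0 and the glycosylation-blocking control 100, at or above a set limit in every replicate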;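 further: luciferase carries N-glycosylation sites so blocking glycosylation raises the light; 0% = median of neutral control wells and 100% = median of 100 nM tunicamycin wells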
# CaV13 FRET inh – Primary screen for inhibitors of IQ motif and Ca2+-dependent inactivation inhibitor domain binding in CACNA1D, Förster resonance energy transfer in living cells, … | HEK cells, CFP/YFP FRET ICDI-IQ, plate reader, 10 min; percent FRET-ratio fall versus neutral wells | inhibition, % at 12.3 µM | 340,000 compounds, 0.098% hits | AID 743397;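 active means mean replicate inhibition of at least 30% and at least 1% of replicates passing that level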;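 further: 0% = median of the neutral control wells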
# ABCB6 inh MLPCN – ABCB6 transporter inhibitors, primary screen, K562-ABCB6 cells, flow cytometry, MLPCN library; AID 602162, 2011; 360,000 compounds, 0.19% hits; fluorescence ratio to DMSO, % at 10 µM; K562-ABCB6 porphyrin accumulation, 1 h; stronger effect = lower value; ATP-binding cassette sub-family B member 6 (Homo sapiens), Q9NP58;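 active means fluorescence ratio to DMSO below 75%, the collection mean minus 3 SD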;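 further: signal is porphyrin accumulated inside mitochondria; 100% equals median channel fluorescence of DMSO control wells; lower ratio means ABCB6 inhibition with less porphyrin fluorescence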
# Target sequence (Q9NP58 whole entry, looked up): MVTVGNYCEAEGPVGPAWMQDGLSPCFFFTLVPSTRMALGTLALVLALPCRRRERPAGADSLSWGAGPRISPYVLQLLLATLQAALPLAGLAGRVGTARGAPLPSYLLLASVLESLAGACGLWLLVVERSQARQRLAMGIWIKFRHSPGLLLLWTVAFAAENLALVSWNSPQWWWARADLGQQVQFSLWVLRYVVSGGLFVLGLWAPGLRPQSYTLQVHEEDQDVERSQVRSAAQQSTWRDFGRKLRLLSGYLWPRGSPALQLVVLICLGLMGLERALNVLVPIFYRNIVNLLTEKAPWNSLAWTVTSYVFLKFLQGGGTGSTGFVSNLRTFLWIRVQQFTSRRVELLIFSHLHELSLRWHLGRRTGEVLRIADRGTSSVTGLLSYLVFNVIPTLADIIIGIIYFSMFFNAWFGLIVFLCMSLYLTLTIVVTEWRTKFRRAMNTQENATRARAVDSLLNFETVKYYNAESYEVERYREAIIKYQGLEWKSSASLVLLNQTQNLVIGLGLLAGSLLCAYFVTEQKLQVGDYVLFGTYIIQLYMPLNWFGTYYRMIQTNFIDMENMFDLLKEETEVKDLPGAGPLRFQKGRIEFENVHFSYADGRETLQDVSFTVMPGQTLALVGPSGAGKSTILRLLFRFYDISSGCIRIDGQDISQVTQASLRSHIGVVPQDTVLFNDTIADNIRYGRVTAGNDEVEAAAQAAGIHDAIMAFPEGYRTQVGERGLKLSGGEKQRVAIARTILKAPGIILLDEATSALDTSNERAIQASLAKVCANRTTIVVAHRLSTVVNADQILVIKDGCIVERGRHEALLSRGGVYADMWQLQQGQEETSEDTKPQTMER
# MC4R ag barr – MC4R agonists recruiting beta-arrestin, primary screen, cell-based, luminescence, agonist arm of biased-ligand search. Melanocortin receptor 4 (Homo sapiens), P32245. U2OS MC4R beta-arrestin complementation; percent of melanotan II response, DMSO zero. activation, % at 8.9 µM. 360,000 compounds, 0.98% hits;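 active means activation above a per-plate cutoff, the mean activation of sample wells on that plate plus 3 SD, cut at about 8% in these data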
# Granule exo inh – LAMP-1 surface exposure blockers, TALL-104 cells – cell-based, flow cytometry, MLPCN library, primary screen; TALL-104 LAMP-1 surface exposure; cells stimulated with thapsigargin and PMA; inhibition, % at 10 µM; 360,000 compounds, 0.66% hits; AID 651702, 2012;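 active means inhibition above about 55%, limit read from the data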
# PDI inh – inhibitors of human PDI, primary screen, biochemical, turbidity, single point, plate reader; 350,000 compounds, 0.052% hits; inhibition, % at 10 µM; PDI insulin aggregation turbidity, A650, 90 min;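 active means mean inhibition across replicates of 30% or more, whatever share of single replicates reach that level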;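 further: absorbance from insulin aggregation driven by PDI reduction with DTT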
# MC4R antag cAMP – MC4R antagonists of cAMP signaling, primary screen, cell-based, TR-FRET, antagonist arm of biased-ligand search | Melanocortin receptor 4 (Homo sapiens), P32245 | inhibition, % at 6.5 µM | 360,000 compounds, 0.48% hits | MC4R-expressing cells, MTII-stimulated cAMP, LANCE TR-FRET | AID 540295, 2011;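 active means inhibition above its plate's cutoff, the mean of tested wells on that plate plus 3 SD, cut at about 29% in these data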;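 further: 0% = Melanotan II alone and 100% = Melanotan II plus saturating MCL0020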
#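 Material – human MC4R-expressing U2OS cells · Repeats – no replicates · Detection – TR-FRET with Eu-cAMP and labeled anti-cAMP, 671 nm · Times – compound 30 min, challenge 1 h, detection 1 h · Compound – single nominal compound dose of 6.5 µM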
# H9c2 protect – cardioprotection against H2O2-induced cell death, primary screen, uHTS, H9c2 cells, ATPLite luminescence | 360,000 compounds, 0.63% hits | AID 588492, 2011 | H9c2 cardiomyocytes, H2O2 injury protection, 2 h | protection from H2O2 cell death, % at 20 µM;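 active means compounds giving at least 50% protection of heart cells from peroxide-induced death in the single-dose screen, raw or plate-pattern-corrected value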;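 further: 0% = DMSO wells with peroxide and 100% = DMSO wells without peroxide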
# Numbers without * were called inactive; nt = no result given. Rows were taken by chance, and some 4.2% of all compounds hit somewhere here.
SMILES,ABHD5 PLIN5 PPI,m5-HT2A agonist,N-glyco inh,CaV13 FRET inh,ABCB6 inh MLPCN,MC4R ag barr,Granule exo inh,PDI inh,MC4R antag cAMP,H9c2 protect
O=C(O)CCC(NC(=O)c1cncc(O)c1)C(=O)O (configuration not stated),6,4,1,-3,93,-0.2,-6,12,7,-1
CC(C)NC(=O)C(C)n1cccc1C(=O)c1ccccc1 (configuration not stated),-5,-3,1,nt,92,-1.3,-3,6,4,3
CCCCn1c(SCC(N)=O)nc2sc3c(c2c1=O)CCC3,-2,3,-2,-19,99,-0.8,-2,10,0,-4
CCN(c1ccc(OC)cc1)S(=O)(=O)c1csc(C(N)=O)c1,2,-1,1,-18,90,0.1,-2,6,0,2
CCOc1ccc2nc(NCCNC(=O)C3CC3)c(C)cc2c1,6,1,4,-5,103,-2.3,9,-3,-8,4
CCN(CC)c1ccc(N=Nc2nn(C)c(C)c2[N+](=O)[O-])cc1,25*,-3,-10,-4,105,-4.1,3,-3,7,-10
Cc1cc(=O)c2c(o1)C(=O)c1occc1C2=O,-21,2,6,-7,95,-1.6,21,2,-9,-6
CCOC(=O)c1c(NC(=S)Nc2ccc(OC)cc2)sc2c1CCC2,-8,-3,-1,-2,96,2.0,-4,9,-1,-9
CC1=C(C(N)=O)C(c2sccc2C)n2nnnc2N1 (configuration not stated),-4,1,-2,-6,96,-1.1,0,0,-2,1
CCOc1ccc(S(=O)(=O)N2CCOCC2)cc1NC(=O)C1CSC2(C)CCC(=O)N12 (configuration not stated),5,-9,3,-6,100,-3.0,13,0,5,-2
C=CCCC(=O)N1C[C@H]2CON(C)[C@H]2C[C@H]1c1ccc(-n2ccnc2)cc1,-4,6,3,-6,108,nt,1,nt,nt,6
CSc1ccc(/C=C/C(=O)OCC(=O)NC2CCCCCC2)cc1,-12,6,2,-6,100,2.1,0,-3,2,-4
CCC1Cc2c(nc(N)c3c(N)nc(N4CCOCC4)c(C#N)c23)O1 (configuration not stated),0,0,0,-3,96,1.6,-4,2,8,8
C(=N\Nc1ccc(-n2ccnc2)nn1)/c1ccccc1,1,-4,3,nt,93,-0.3,-2,-4,-6,3
CC(=O)c1ccc(NC(=O)CSc2n[nH]c(-c3cccnc3)n2)cc1,4,3,1,-3,96,-1.6,-2,-7,8,12
COCCCNC(=O)C1CC(=O)N(Cc2ccc(OC)cc2)C1 (configuration not stated),3,2,6,-5,96,-2.1,-1,-11,9,0
C[C@@H]1CN([C@H](C)CO)S(=O)(=O)c2ccc(-c3cccc(C#N)c3)cc2O[C@H]1CN(C)C(=O)Nc1cc(F)ccc1F,-1,1,1,-9,98,0.8,3,1,8,22
Cc1cccc(/C(N)=N/OC(=O)c2cccs2)c1,-6,-1,-12,nt,92,-1.2,-4,-6,-5,-31
CCOC(=O)[C@@H]1[C@H]2COc3ccccc3[C@@H]2N2C(=O)N(c3ccc(Br)cc3)C(=O)[C@@]12C,-5,1,1,-6,98,nt,1,nt,nt,-1
O=C(CSCc1c(F)cccc1F)Nc1ccccc1,-4,2,-1,-4,96,1.0,-3,14,-3,-3
CCO[C@@H]1OC(C(=O)N2CCN(Cc3ccccc3)CC2)=C[C@H](c2ccc(Br)cc2)[C@H]1CCCO,10,-14,0,-7,97,-1.4,-7,4,13,19
Cc1nc2ccccc2c(=O)n1C1CCCCCC1,3,6,1,-6,84,-0.5,-7,1,-3,-4
CC1CCN(c2c(NCc3ccc(C(=O)NCc4cccnc4)cc3)c(=O)c2=O)CC1,5,0,0,-6,100,-0.3,-1,8,7,-9
O=C(Nc1ccccc1)c1cc(C2COCCN2C(=O)C2CC2)on1 (configuration not stated),2,4,0,-5,97,-1.0,-4,-3,4,-8
Cc1cc(C=C2C(=O)c3ccccc3C2=O)c(C)n1C,1,1,0,-6,99,21*,1,-4,-6,-1

# The last 3 entries of the section above are carried over, then new ones follow:
SMILES,ABHD5 PLIN5 PPI,m5-HT2A agonist,N-glyco inh,CaV13 FRET inh,ABCB6 inh MLPCN,MC4R ag barr,Granule exo inh,PDI inh,MC4R antag cAMP,H9c2 protect
CC1CCN(c2c(NCc3ccc(C(=O)NCc4cccnc4)cc3)c(=O)c2=O)CC1,5,0,0,-6,100,-0.3,-1,8,7,-9
O=C(Nc1ccccc1)c1cc(C2COCCN2C(=O)C2CC2)on1 (configuration not stated),2,4,0,-5,97,-1.0,-4,-3,4,-8
Cc1cc(C=C2C(=O)c3ccccc3C2=O)c(C)n1C,1,1,0,-6,99,21*,1,-4,-6,-1
Cc1ccc(S(=O)(=O)N2CCOCC2)cc1NC(=O)CSc1nccn1C,-3,-2,0,-5,99,-0.6,4,0,15,11
CN(CC(=O)Nc1ccccc1Cl)C(=O)CSc1nnc(-c2ccco2)n1C,3,-2,2,-2,96,-0.1,5,8,9,0
CN(C)c1ccc(-c2cc(O)c3ncccc3c2)cc1,-2,-1,-4,-5,91,0.4,4,3,-12,26
COc1cccc(C#Cc2ccc3c(c2)O[C@H](CN(C)C)[C@@H](C)CN([C@@H](C)CO)S3(=O)=O)c1,8,-5,-2,-5,97,-0.7,2,7,-6,19
O=C(O)c1ccccc1Oc1ccc(Oc2ccccc2)cc1,0,-2,-1,-2,99,-1.5,-9,-4,3,-4
Cn1c(=O)c2c(-c3ccccc3F)c3c(nc2n(C)c1=O)-c1ccccc1C3O (configuration not stated),1,-2,0,-5,117,-0.8,-1,-3,-1,5
C=CCn1c(C(C)NC(=O)CC)nc2ccccc21 (configuration not stated),0,8,-1,-8,92,-0.4,-3,-2,-1,-5
CCCCN(CCCC)CCNC(=O)CN1C(=O)CSc2ccc(S(=O)(=O)N3CCOCC3)cc21,-6,0,1,-7,103,-1.9,7,0,3,0
C=CC[C@@H](CC(=O)N(CCO)Cc1ccccc1)C(=O)N[C@H](COC(=O)[C@@H](CC=C)Cc1ccc(F)cc1)C(C)(C)C,5,-2,-3,-12,93,0.2,12,0,2,-2
CCCN1C2CCCC1CC(NC(=S)Nc1cc(C)ccc1C)C2 (configuration not stated),1,-2,0,nt,99,-1.4,0,-2,9,-6
O=C(OC(C(=O)NCc1ccc2c(c1)OCO2)c1ccccc1F)c1ccco1 (configuration not stated),2,4,1,-9,94,-0.9,-2,11,10,11
CC(C)[C@H](NC(=O)N1c2ccccc2NC(=O)[C@@H]1C(C)C)C(=O)N1CCC[C@H]1C(=O)O,5,3,0,nt,106,-1.6,0,nt,5,6
CCOCc1nnc(NC(=O)c2cccs2)s1,0,-2,1,5,94,-1.9,-6,4,2,-2
C=CCOc1ccc(/C=N/NC(=O)c2cc3c(OC)cc(OC)cc3[nH]2)cc1,-10,2,-4,-16,99,2.0,23,-4,13,26
O=C(CSc1nc(Nc2ccccc2)nc(N2CCOCC2)n1)NC1CCCCC1,1,-6,nt,-2,102,-2.8,-1,5,10,-1
CSCC(=O)NCC1(N(C)Cc2ccccc2)Cc2ccccc2C1,3,-7,-1,-20,96,-2.5,-4,7,13,8
CC(=O)OCCNC(=O)Cn1cnc2c1c(=O)n(C)c(=O)n2C,-7,-3,0,-6,108,-0.9,2,3,-3,-9
Cc1ccc(C(C)C)c(OCC(O)CN2CC(C)OC(C)C2)c1 (configuration not stated),-6,-6,0,-4,96,-0.4,-5,-1,9,6
COc1ccc([C@H]2/C=C\CN(S(=O)(=O)/C=C/c3ccccc3)[C@@H](C)C(=O)N2Cc2ccc(F)cc2)cc1,-2,0,-8,-11,97,-0.6,11,-1,8,-6
COC(=O)c1sc(S(=O)(=O)N2CCC(C)CC2)c(C(=O)OC)c1C,-6,4,-1,-4,103,-1.8,-2,0,1,3
Cc1ccccc1C(=O)NNc1ncnc2c1cnn2C,-1,0,0,-5,94,-2.0,2,2,1,0
Cc1ccc(C)c(N2CCN(S(=O)(=O)c3c(C)noc3C)CC2)c1,-4,-2,-2,-7,105,-1.8,-2,10,4,-3
CCOC(=O)C1C(=O)NC(C(=O)OCC)(C(=O)OCC)C1CC (configuration not stated),-15,-3,2,-5,101,-0.7,-1,-4,3,-1
O=C(OC1CCCCC1=O)c1ccc(F)c(S(=O)(=O)N2CCOCC2)c1 (configuration not stated),10,3,2,-4,97,-0.3,-3,3,16,-1
O=C(O)C1C2CCCCC2=C2CCCCC2C1C(=O)c1ccccc1 (configuration not stated),3,0,1,3,93,0.1,-2,4,8,-1
SMILES,ABHD5 PLIN5 PPI,m5-HT2A agonist,N-glyco inh,CaV13 FRET inh,ABCB6 inh MLPCN,MC4R ag barr,Granule exo inh,PDI inh,MC4R antag cAMP,H9c2 protect
O=C(CNCc1ccco1)Nc1cc(S(=O)(=O)N2CCOCC2)ccc1N1CCCC1,11,1,3,-7,98,0.6,0,4,-2,0
CN(C)S(=O)(=O)N1CCc2ccccc2C1,1,-2,1,-4,101,-1.5,0,6,6,1
CC(C)c1ccc(C2CC(=O)N3CN(Cc4ccco4)CSC3=C2C#N)cc1 (configuration not stated),-6,2,4,-6,100,-1.2,21,0,0,-1
Cc1ccc2c(c1)N(Cc1ccccc1)C(=O)C(C)S2 (configuration not stated),2,4,0,-5,95,0.1,2,-1,1,4
CO[C@H]1O[C@H](C)[C@@H](O)C[C@H]1NC(=O)OCc1ccccc1,-3,0,1,-11,97,0.1,1,9,2,2
Cc1cc(C(=O)CSc2nnc(-c3cccs3)o2)c(C)n1-c1ccccc1,2,4,-3,-5,103,0.1,1,-5,6,-13
N#Cc1c(NC(=O)CCCl)sc2c1CCCCC2,1,20*,-12,-3,102,-0.1,-9,6,2,-10
COCCn1c(=O)[nH]c2cc(C(=O)NCCN3CCN(c4ccccc4F)CC3)ccc2c1=O,-4,6,-1,-4,96,-0.9,-3,3,1,5
Nc1c2c(nc3ccn(Cc4ccccc4)c(=O)c13)CCC2,6,-1,0,nt,93,-0.6,9,-3,3,-8
O=C(C(=O)N1CCN(C(=O)OCc2ccccc2)CC1)c1cccs1,-11,-6,nt,-7,nt,nt,-7,nt,nt,nt
Cc1ccc(NC(=S)N(Cc2ccco2)C(C)c2cccs2)c(Cl)c1 (configuration not stated),-9,-5,-1,-7,98,-2.1,-5,1,8,-10

# Source: PubChem BioAssay (several laboratories)
